Screening data deposited in PubChem BioAssay by several laboratories.
RTF Ca sens inh: cardiac RTF calcium desensitization; P19429+P45379; IANBD-labeled cardiac RTF, Ca2+ fluorescence; inhibition, % at 7.15 µM; 340,000 tested, 0.12% active; AID 493244;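 active = inhibition above the mean inhibition of all tested compounds plus 3 SD, cut at about 17% in these data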;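 note: assay run at fixed EC70 calcium of 1.6 mM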
C-LANA FP: KSHV C-LANA DNA binding inhibition; MBP-C-LANA/FAM-LBS DNA binding, fluorescence polarization; inhibition, % at 9 µM; 340,000 tested, 0.078% active; AID 504423;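 active = highest replicate inhibition at or above 60% at 9 µM, even if other replicates fall short; inactive = all replicates below 60% inhibition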;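 note: 0% = neutral control wells and 100% = 4 µM acridine orange control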
NSD2 HMT inh: inhibitors of human histone methyltransferase NSD2 | O96028 | NSD2 peptide methylation, AlphaScreen, 120 min | inhibition, % at 12.5 µM | 310,000 tested, 0.54% active | AID 743445; in the data active = inhibition above about 50%
CDK5 inh: CDK5/p35 (human) kinase inhibition | Q00535+Q15078 | Recombinant CDK5/p35, ADP-Glo luminescence, 60 min | inhibition, % at 10 µM | 330,000 tested, 0.01% active | AID 488839;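 active = highest replicate inhibition of at least 50% and at least 75% of replicates reaching 50%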;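 note: plate controls were DMSO neutral control for no effect and GW8510 at 10 µM for full effect; many of its hits are not listed in these tables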
cardiac RTF act: cardiac RTF calcium sensitization; P19429+P45379; IANBD-labeled TnC RTF fluorescence at EC20 calcium; 0% EC20 calcium, 100% full calcium; activation, % at 7.2 µM; 340,000 tested, 0.24% active;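 active = activation above the mean over all tested compounds plus 3 SD, cut at about 30% in these data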;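 note: rise in fluorescence read as greater calcium sensitivity of cardiac thin filaments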
SUMO Mot1 rescue: SUMOylation pathway inhibition by Mot1-301 growth rescue | growth rescue, % at 18.8 µM | AID 2716 | S. cerevisiae Mot1-301 growth rescue, ATP luminescence, 38.5C; percent above DMSO median, 100 means doubled | 320,000 tested, 1% active;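 active = every valid replicate shows activation above 250% relative to neutral control wells; inactive = the rest, any valid replicate at or below 250%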;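 note: OY570 slx delta 5 strain wells were the positive control but not used for scaling; some compounds called inactive have numbers as strong as hits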
PvdQ inh: blocks Pseudomonas aeruginosa PvdQ acylase activity | purified PvdQ acylase, fluorescence plate reader | inhibition, % at 10 µM | 340,000 tested, 0.063% active; in the data active = inhibition above about 30%, passing the limit was not always enough;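 note: 0% = vehicle neutral wells and 100% = reference inhibitor wells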
PfHsp90 set2: inhibits growth of yeast expressing Plasmodium falciparum Hsp90; S. cerevisiae expressing PfHsp90, BacTiter-Glo ATP, 48 h; yeast lacking PDR1 and PDR3 efflux regulators; 310,000 tested, 0.32% active; inhibition, % at 9.4 µM; AID 504621;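 active = every replicate shows inhibition above about 80%, whatever the replicate mean, limit read from the data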;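 note: 0% = DMSO neutral controls and 100% = 20 µM radicicol positive controls; yeast relying on Plasmodium falciparum Hsp90 in place of its own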
Rtt109 Vps75: blocks Candida albicans Rtt109/Vps75 acetyltransferase activity; Q5AAJ8; purified Rtt109/Vps75, ThioGlo CoA-SH fluorescence, 4 h; inhibition, % at 34.9 µM; 330,000 tested, 0.16% active; AID 540336;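 active = inhibition of at least 50% in every replicate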
Keap1 Nrf2 FP: disrupts human Keap1 binding to Nrf2 peptide. Q14145. Keap1 Kelch-Nrf2 peptide fluorescence polarization, 1536-well. inhibition, % at 9.4 µM. 340,000 tested, 0.15% active; in the data active = inhibition above about 12%;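 note: human Keap1 Kelch domain with fluorescein labeled Nrf2 9mer peptide probe; 0% = neutral control wells and 100% = peptide positive control; higher means more block of Keap1 binding to Nrf2 peptide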
dFosB activator: mouse delta FosB homodimer activation | 340,000 tested, 0.99% active | activation, % at 25 µM | AID 493131 | purified delta FosB, TAMRA-CDK5 oligo fluorescence polarization; percent of positive-control signal above neutral wells | P13346;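 active = mean activation above about 17%, with every replicate also reaching it, limit read from the data, passing the limit was not always enough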;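 note: fluorescence polarization rise as delta FosB binds a TAMRA Cdk5 AP-1 oligo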
Numbers without * were called inactive; · = not tested or not shown. Hits appear at their usual frequency, and some 3.2% of all compounds hit somewhere here.

Structure,dFosB activator,RTF Ca sens inh,C-LANA FP,CDK5 inh,Rtt109 Vps75,SUMO Mot1 rescue,cardiac RTF act,PfHsp90 set2,NSD2 HMT inh,PvdQ inh,Keap1 Nrf2 FP
Cc1cc(NC(=O)C2CC(c3ccc(F)cc3)=NO2)n(-c2ccccc2)n1 (configuration not stated),4,-10,-0.8,-0.2,2,72,3,-2,·,-5,4
CCOc1cc(/C=C(/C#N)C(=O)Nc2ccc(OC)cc2)ccc1OCc1ccc(C(=O)O)cc1,1,1,0.4,-0.8,-3,-5,-3,-12,1,4,5
CCN(CC(=O)NC1CCS(=O)(=O)C1)S(=O)(=O)c1cc(C)ccc1C (configuration not stated),0,-7,0.2,0.6,-4,1,4,·,-2,-11,-4
COc1ccc(C(=O)Nc2nc3ccccc3s2)c(OC)c1,-14,5,1.4,4.7,-7,-35,-5,58,·,-6,-1
COc1ccc(C(=O)NNC(=O)CSc2nnc(COc3ccc4ccccc4c3)n2C)cc1,1,-6,0.1,0.9,-4,-4,2,-4,-1,5,-3
Cc1cc2c(cc1S(=O)(=O)NCc1ccccc1Cl)OCCN2C,-2,-7,-0.9,-0.5,-3,-5,0,12,·,-14,-3
COc1cccc(CNC(=S)Nc2cccc(Cl)c2C)c1,-10,-10,1.9,0.9,-1,-5,-1,-9,0,-13,1
CCN(CC)c1ccc2cc(C(C)=O)c(=O)oc2c1,1,-186,6.9,-0.3,-9,-4,153*,8,-3,-2,-74
COc1cccc(N/C(SC)=C(/C#N)C(N)=O)c1,7,6,-0.8,0.5,3,9,3,3,1,-7,-2
Cc1noc(C)c1CC(=O)NC1CC(C)(C)Cc2c1cnn2-c1ccccc1 (configuration not stated),-12,-1,1.7,0.9,-4,-4,0,9,0,-16,-10

Some of the entries above in another layout:
Order of results – dFosB activator | RTF Ca sens inh | C-LANA FP | CDK5 inh | Rtt109 Vps75 | SUMO Mot1 rescue | cardiac RTF act | PfHsp90 set2 | NSD2 HMT inh | PvdQ inh | Keap1 Nrf2 FP
> CCN(CC(=O)NC1CCS(=O)(=O)C1)S(=O)(=O)c1cc(C)ccc1C (configuration not stated)
→ 0 | -7 | 0.2 | 0.6 | -4 | 1 | 4 | · | -2 | -11 | -4
> COc1ccc(C(=O)Nc2nc3ccccc3s2)c(OC)c1
→ -14 | 5 | 1.4 | 4.7 | -7 | -35 | -5 | 58 | · | -6 | -1
> COc1ccc(C(=O)NNC(=O)CSc2nnc(COc3ccc4ccccc4c3)n2C)cc1
→ 1 | -6 | 0.1 | 0.9 | -4 | -4 | 2 | -4 | -1 | 5 | -3
> Cc1cc2c(cc1S(=O)(=O)NCc1ccccc1Cl)OCCN2C
→ -2 | -7 | -0.9 | -0.5 | -3 | -5 | 0 | 12 | · | -14 | -3

Other compounds follow.
Structure,dFosB activator,RTF Ca sens inh,C-LANA FP,CDK5 inh,Rtt109 Vps75,SUMO Mot1 rescue,cardiac RTF act,PfHsp90 set2,NSD2 HMT inh,PvdQ inh,Keap1 Nrf2 FP
COc1ccc(OC)c(/C=N\NC(=O)CC(=O)NCCc2ccccc2)c1,0,-6,-2.5,1.0,-1,0,1,4,1,6,1
CCCc1cc(-c2nc(-c3ccc(C)cc3)cs2)ccn1,-15,-1,-0.6,-8.8,-7,-8,-1,-22,·,-9,-6
Cn1c2nc(=O)[nH]c(=O)c-2cc2ccccc21,2,-3,1.0,1.6,-96,·,4,-20,-3,-21,-54
COc1ccc2c(c1)Cc1sc(NC(=O)c3cccnc3)nc1-2,-13,-9,6.3,-1.6,3,-1,-2,-21,52*,-12,-6
COc1ccc(C(C(=O)NC2CCCC2)N(C(=O)c2snc(-c3ccc(F)cc3)c2N)c2ccc(F)cc2)cc1 (configuration not stated),-14,-8,2.2,1.2,8,·,0,-34,3,-9,0
CCOC(=O)c1c(NC(=O)COC(=O)CCCOc2ccc(OC)cc2)sc(C(=O)NC)c1C,-10,-18,0.8,-0.4,4,-2,-10,3,-1,-10,2
Cc1ncc(CN2CCN(CCC(C)C)C(CCO)C2)s1 (configuration not stated),0,-2,-1.2,-0.2,0,-11,6,-19,-4,-17,-3
CC(C)(C)c1ccc(NC(=O)CN2C(=O)NC(C)(C3CC3)C2=O)cc1 (configuration not stated),-7,-2,1.7,0.4,-3,115,0,·,37,-4,1
CC(C)c1ccc(NC2CCCN(C(=O)c3ccc4nccnc4c3)C2)cc1 (configuration not stated),-2,1,-0.3,-1.3,12,·,-2,7,0,2,-1
O=c1nc(N2CCCC2)nc(N2CCCC2)[nH]1,2,2,-2.0,1.5,-7,-2,-5,8,-1,-4,6
O=C(Cc1ccccc1F)Nc1nc2ccccc2[nH]1,1,-7,·,1.7,-4,-15,3,·,-1,-17,·
Cc1ccc(C)c(S(=O)(=O)Nc2ccc(C(=O)NCC(c3ccco3)N3CCCCC3)cc2)c1 (configuration not stated),-4,-1,-1.0,-1.0,12,-6,-3,16,3,-2,1

Some entries already given, reduced to SUMO Mot1 rescue, RTF Ca sens inh and PfHsp90 set2.
SMILES	SUMO Mot1 rescue	RTF Ca sens inh	PfHsp90 set2
Cn1c2nc(=O)[nH]c(=O)c-2cc2ccccc21	·	-3	-20
COc1ccc2c(c1)Cc1sc(NC(=O)c3cccnc3)nc1-2	-1	-9	-21
